D2 PAM = positively modulates the human D2 dopamine receptor allosterically; potentiation, % at 10 µM; HEK293 T-REx D2, calcium flux, EC20 dopamine potentiation; AID 485347; actives 0.34% (n = 340,000); P14416;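 active = potentiation over 3 SD above the plate norm, cut at about 30% in these data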; note: 0% is about no effect
Target sequence (P14416 whole entry, looked up): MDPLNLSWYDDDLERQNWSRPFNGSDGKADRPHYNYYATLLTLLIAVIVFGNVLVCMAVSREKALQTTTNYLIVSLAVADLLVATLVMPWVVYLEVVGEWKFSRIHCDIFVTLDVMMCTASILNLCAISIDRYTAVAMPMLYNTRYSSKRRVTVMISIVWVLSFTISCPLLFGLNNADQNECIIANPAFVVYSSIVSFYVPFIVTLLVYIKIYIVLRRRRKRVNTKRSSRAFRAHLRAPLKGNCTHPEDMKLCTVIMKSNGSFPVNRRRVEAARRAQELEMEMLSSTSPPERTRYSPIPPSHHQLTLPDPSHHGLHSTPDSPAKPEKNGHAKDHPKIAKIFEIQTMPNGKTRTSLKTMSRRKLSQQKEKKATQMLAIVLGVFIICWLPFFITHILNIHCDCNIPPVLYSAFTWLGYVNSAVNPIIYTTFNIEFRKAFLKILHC
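Potentiation of an EC20 dopamine calcium response is measured in a force-coupled, tetracycline-inducible Hek293 Trex D2 line. Compound-only kinetic reads over 180 s flag agonists before dopamine addition.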
RXFP1 antag = RXFP1 (human) relaxin receptor antagonism. Q9HBX9. HEK293-RXFP1, relaxin-stimulated cAMP HTRF, 30 min; hits give low values. activity change, negative = inhibition, % at 57.5 µM. actives 0.59% (n = 350,000). AID 1259400;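 active = activity change of -60% or lower, but not beyond a set lower limit; inconclusive = change between -60% and -40%, or beyond the set limit; inactive = change above -40%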; note: % is set by controls: 0 for no effect and ±100 for the full control effect
D1 PAM = potentiators of human D1 dopamine receptor; P21728; HEK293 TREx D1 cells, calcium flux, dopamine EC20 potentiation; potentiation, % at 10 µM; actives 0.036% (n = 360,000); in the data active = potentiation above about 30%; note: 0% is about no effect
Target sequence (P21728 whole entry, looked up): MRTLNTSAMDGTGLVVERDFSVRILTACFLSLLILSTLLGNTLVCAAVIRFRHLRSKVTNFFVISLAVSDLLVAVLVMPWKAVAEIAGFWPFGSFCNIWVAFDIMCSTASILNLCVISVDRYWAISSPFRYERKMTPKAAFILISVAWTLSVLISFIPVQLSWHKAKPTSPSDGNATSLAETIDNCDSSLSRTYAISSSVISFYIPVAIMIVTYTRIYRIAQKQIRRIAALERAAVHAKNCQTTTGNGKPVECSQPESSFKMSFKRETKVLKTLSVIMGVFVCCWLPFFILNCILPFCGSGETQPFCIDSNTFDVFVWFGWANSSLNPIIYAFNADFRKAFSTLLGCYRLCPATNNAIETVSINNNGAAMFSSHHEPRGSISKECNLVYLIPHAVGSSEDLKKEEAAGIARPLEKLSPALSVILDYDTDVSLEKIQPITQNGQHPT
D1 agonist = activates the human D1 dopamine receptor; actives 1% (n = 360,000); HEK293 T-REx D1 cells, calcium flux, agonist mode; P21728; activation, % at 2 µM; in the data active = activation above about 30%; note: 0% is about no effect
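Inducible HEK293 T-REx D1 cells, force-coupled to calcium signalling, were plated at 4000 cells/well with tetracycline and held overnight at 30 C. After no-wash calcium dye loading, compound-evoked calcium rise over 180 s flagged agonists.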
D1 antag = human D1 dopamine receptor antagonism; P21728; HEK293 TREx D1 cells, calcium flux, dopamine EC80; hits give low values; activity change, negative = inhibition, % at 10 µM; actives 3.2% (n = 360,000); in the data active = activity change below about -30%; note: % is set by controls: 0 for no effect and ±100 for the full control effect
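Kinetic fluorescence of a calcium dye serves as the read-out. D1-expressing Hek293 Trex cells, induced overnight at 30 C, are exposed to compound for 180 s before an EC80 dopamine addition, then read 180 s further.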
Glioma ERSR ind = inducers of ER stress response in human glioma cells; U87-MG GRP78 promoter luciferase reporter, 16 h; Potency, µM, for the others: top-dose activation, hits mostly activators; actives 0.02% (n = 420,000); AID 602332; note: potency is the fitted concentration of half-maximal effect; series mostly up to about 76 µM; % of control where 0% means no effect; nearly all actives have a fitted effect of over 35% in size
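ERSR induction read as luciferase luminescence (Bright-Glo, 10 min at room temperature) in stably transfected human U87-MG glioma cells exposed to compounds for 16 h, using GRP78 as sensor.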
Vif-APOBEC3F blk = inhibitors of Vif-A3F interaction | HeLa A3F-eYFP + Vif (tagged APOBEC3F with the HIV-1 protein that degrades it), YFP fluorescence increase | Potency, µM (top dose mostly 46.1 µM), without a hit: top-dose activity, negative = active | actives 0.2% (n = 390,000) | AID 602313; note: potency is the fitted concentration of half-maximal effect; % of control where 0% means no effect; nearly all actives have a fitted effect of over 65% in size
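HeLa cells stably expressing A3F-eYFP plus Vif, plated and incubated overnight at 37 deg C, then exposed to compounds overnight at 37 deg C. Blocked degradation read as raised yellow fluorescence (Ex 488/Em 500-530).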
RXFP1 agonist = agonists of human relaxin receptor RXFP1 | HEK293T-RXFP1 cAMP TR-FRET, 30 min; response scale: percent of porcine relaxin response, buffer zero | Potency, µM (top dose mostly 57.5 µM), for inactives: at the highest dose activation, most hits filed as activators | actives 0.3% (n = 370,000); note: potency is the fitted concentration of half-maximal effect; % is set by controls: 0 for no effect and ±100 for the full control effect; nearly all actives have a fitted effect of over 60% in size; many of its hits are not listed in these tables
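HEK293 cells stably expressing RXFP1, treated 30 min at 37C with compounds plus PDE4 inhibitor Ro 20174; cAMP measured by HTRF TR-FRET. Normalized to buffer and 29 nM porcine relaxin; EC50 by Hill fit.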
Vif-A3G inh = blocks the Vif interaction with human APOBEC3G | actives 0.076% (n = 410,000) | Potency, µM (titrated, usually from 46.1 µM), inactives show at the highest dose activity, negative = active, actives largely listed as inhibitors | HeLa A3G-eYFP + Vif (tagged APOBEC3G with the HIV-1 protein that degrades it), YFP fluorescence, overnight;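 note: potency is the fitted concentration of half-maximal effect; % is set by controls: 0 for no effect and ±100 for the full control effect; nearly all actives have a fitted effect of over 60% in size; hits raise eYFP signal because A3G escapes Vif-driven loss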
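HeLa cells stably expressing Vif and C-terminally eYFP-tagged A3G, seeded overnight at 37 deg C, then exposed to compound by pintool overnight at 37 deg C. Rise in yellow fluorescence (Ex 488/Em 500-530, Acumen) marks blocked Vif-driven A3G degradation.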
Numbers without * were called inactive; ? = inconclusive; . = not tested or not shown; [ ] = dose if it differs, or a comment. Unless noted, calls come from the whole dose curve; as a rule, active = well fitted curve in the direction sought with a large enough effect; inconclusive = small, poorly fitted or top-dose-only effect, or another doubt; inactive = no such curve, though single readings can be large; an effect the other way counts as inactive or inconclusive. Some of the compounds tested; rates above refer to the full screens.

molecule	D2 PAM	RXFP1 antag	D1 PAM	D1 agonist	D1 antag	Glioma ERSR ind	Vif-APOBEC3F blk	RXFP1 agonist	Vif-A3G inh
Cc1ccc(NC(=O)CCC(=O)NNC(=O)COc2ccccc2)cc1C	15.6	3.4	-4.4	-1.1	-10.7	-3.5%	1.1%	3.6%	-4.7%
Cc1ccc2cc(CCNS(=O)(=O)c3ccc(F)cc3)c(=O)[nH]c2c1C	-1.1	.	-5.7	0.5	-16.0	-3.7%	2.5%	0.4%	-3.6%
COCCNc1nc(N)c([N+](=O)[O-])c(NCc2ccccc2)n1	-0.1	-20.8	-6.5	0.9	12.5	0.5%	?	-2.2%	-28.7%
C=CCn1c(CNc2ccc(C)cc2)nnc1SCC(=O)N/N=C/c1ccc(O)cc1O	-2.3	-11.4	-3.2	0.3	-15.6	-1.9%	-1.0%	2.6%	0.0%
CNS(=O)(=O)c1ccc(CNC[C@H]2O[C@@H](n3ccc(N)nc3=O)[C@H](O)[C@@H]2O)cc1	.	0.6	.	.	.	-5.5%	-11.8%	.	0.7%
CCCCCC(=O)Nc1ccc(C(=O)COC(=O)CN2C(=O)NC3(CCCC3)C2=O)cc1	-3.6	-10.6	-3.0	0.9	-10.3	-2.0%	5.1%	-0.2%	-5.7%
Cc1cccn2cc(-c3ccc(S(=O)(=O)N4CCOCC4)cc3)nc12	-3.7	-4.1	-2.8	1.4	-9.2	-2.1%	-16.1%	4.7%	1.4%
COC(=O)c1cc(-c2ccc(Cl)cc2)n[nH]1	5.4	-1.1	-2.5	1.4	4.3	3.6%	-10.9%	-0.1%	-3.8%
COC(=O)c1c(SCC(=O)Nc2cccc(C(F)(F)F)c2)[nH]c2ccccc2c1=O	.	.	0.2	3.1	-5.8	-2.5%	12.0%	-0.1%	2.7%
O=C(Cn1cc(C(F)(F)F)ccc1=O)N/N=C/c1cccc(Cl)c1Cl	1.3	4.0	6.0	4.2	26.3	-4.7%	2.7%	-0.1%	-1.4%
CCOC(=O)/C=C1\Nc2ccccc2SC1=O	6.5	-6.0	1.7	-1.9	1.1	2.5%	0.8%	-0.1%	-0.5%
CCC(=O)OCC(=O)N=c1sccn1Cc1ccc(C)cc1	-0.7	5.3	-6.8	2.7	2.9	8.1%	5.5%	-0.6%	7.2%
Cc1ccc(C(=O)Oc2ccccc2N2C(=O)C3CCC(C)CC3C2=O)cc1 (stereo not drawn)	12.0	-2.9	0.0	4.8	-3.7	-2.8%	1.0%	-1.0%	-7.0%
CC1=NN(c2ccccc2)C(=O)C1/C=C1/NC(=S)NC1=O (stereo not drawn)	2.2	3.6	-0.9	1.5	1.0	-0.5%	9.3%	-75.3%[inhibitor]	1.4%
O=C(CCSCCc1ccccn1)Nc1ccccc1C(F)(F)F	5.0	-0.8	-6.5	2.2	-13.1	-2.9%	4.4%	4.4%	1.6%
COc1ccccc1N(CC(=O)NCCSc1ccccc1)S(=O)(=O)c1ccccc1	.	4.5	.	.	.	-8.0%	-3.0%	.	-0.2%
CCCCn1c(N)c(N(CCOC)C(=O)CN(C)S(=O)(=O)c2ccc(F)cc2)c(=O)[nH]c1=O	6.1	0.7	8.4	1.3	5.0	-1.2%	10.5%	-0.2%	-0.1%
CCOC(=O)CSc1ncnc2c(C(=O)OCC)c3n(c12)CCC3	-3.9	-8.5	-3.4	-2.0	-14.6	-1.0%	-3.4%	3.9%	0.6%
FC(F)C(F)(F)C1=CC(c2cccs2)=NCCN1	12.0	-1.5	-13.2	6.3	8.3	-2.7%	1.8%	0.6%	-3.8%
COc1ccc(CC(NC(C)=O)C(=O)N2CCN(C(=O)N(C(C)C)C(C)C)CC2)cc1 (stereo not drawn)	0.4	10.0	-6.1	4.5	0.4	-2.7%	-2.4%	-0.7%	-0.1%
Cc1ccc2nc(C(=O)N3CCc4c([nH]c5ccccc45)C3c3ccccn3)cn2c1 (stereo not drawn)	2.1	-6.4	5.8	3.3	1.2	-4.1%	-7.0%	0.9%	0.4%
Cc1cc2cc(CNC(=O)Nc3ccccc3)ccc2[nH]1	-10.8	-2.5	-1.8	4.1	-0.3	7.4%	-4.3%	-0.3%	-2.6%
COC(=O)c1cc(NS(=O)(=O)c2ccc(N3CCC(C)CC3)c([N+](=O)[O-])c2)cc(C(=O)OC)c1	1.9	-18.4	3.8	0.6	-5.4	-2.5%	-2.1%	1.7%	-0.1%
Cn1c(CCCOc2ccc(Cl)cc2Cl)n[nH]c1=S	-3.0	-16.3	-2.5	3.5	-8.6	2.5%	?	-2.6%	2.5%
CSc1ccccc1NC(=O)Cc1ccccc1[N+](=O)[O-]	13.9	-0.7	1.6	1.5	-3.6	1.4%	-11.0%	0.4%	1.3%
Clc1ccc(CSc2nnc(/C=C/c3ccccc3)o2)cc1	4.9	-3.6	-1.2	15.6	-7.2	-4.1%	-1.1%	0.2%	0.3%
CCOC(=O)CSc1nnc(-c2ccc(NS(=O)(=O)c3ccc(C)cc3)cc2)o1	-3.4	-3.9	-2.6	9.2	-4.1	-15.3%	-0.1%	-3.3%	0.7%
CCOC(=O)c1cc(C(C)(C)C)oc1CNC(=O)c1c(C)oc2c1CCCC2	6.8	-19.0	-4.5	1.4	0.7	-4.8%	0.6%	0.0%	4.6%
CCc1cc2c(SCC(=O)N3CC(=O)Nc4ccccc43)ncnc2s1	4.9	-8.4	-3.2	0.9	-6.4	0.2%	-0.9%	0.5%	-15.0%
COc1ccc(C2CC(=O)c3cc(-c4nc(-c5cccc(Cl)c5)cs4)c(=O)[nH]c3C2)cc1OC (stereo not drawn)	-0.8	-11.5	4.4	-0.3	7.5	-4.4%	3.0%	3.6%	-8.5%
COC(=O)CC1C(C(=O)OC)ON2OC(C(=O)OC)C(C(=O)OC)C12 (stereo not drawn)	7.1	-0.7	-1.3	4.0	17.6	-3.2%	-23.2%	0.3%	6.1%
COC(=O)c1cc(C(=O)OCC(=O)N(C)C2CCS(=O)(=O)C2)cc([N+](=O)[O-])c1 (stereo not drawn)	-2.5	-12.0	-2.2	4.5	-3.2	-1.1%	3.3%	-1.5%	0.3%
Cc1cc(C)nc(Nc2ccc(F)cc2)n1	-4.2	1.9	1.6	2.5	-10.8	-1.3%	-0.2%	1.5%	-0.3%
COc1ccccc1OCCNC(=O)c1ccc(NC(=O)CC2SC(N3CCCC3)=NC2=O)cc1 (stereo not drawn)	.	8.4	.	.	.	-2.5%	0.6%	.	-4.9%
COc1cccc(NC(=O)N(C)C[C@H]2Oc3ncc(Br)cc3C(=O)N([C@H](C)CO)C[C@H]2C)c1	.	0.1	.	.	.	-0.2%	-2.8%	.	-0.1%
Cc1c(NS(=O)(=O)c2cccc(C(=O)OCC(=O)c3ccc(Cl)cc3)c2)c(=O)n(-c2ccccc2)n1C	.	-3.6	.	.	.	-1.2%	-8.3%	.	1.0%
COc1ccccc1CNS(=O)(=O)c1ccc(C)cc1	13.8	16.0	-7.2	8.8	-13.9	-4.5%	-5.0%	0.0%	1.8%
O=[N+]([O-])c1c(NCCCO)cc(N2CCN(Cc3ccc4c(c3)OCO4)CC2)c2nonc12	-9.6	2.1	-5.4	0.4	-18.0	-0.9%	-3.0%	2.2%	0.1%
CC(C)CNc1oc(-c2ccccc2Cl)nc1C#N	0.8	5.2	-4.7	1.3	5.9	4.9%	14.3%	1.0%	2.2%
CN(Cc1ccc(OC(F)F)cc1)C(=O)c1cccc(S(=O)(=O)N2CCN(c3ccccc3)CC2)c1	.	12.4	.	.	.	-2.5%	1.7%	.	-5.0%
O=C(O)c1ccccc1-c1ccccc1C(=O)NCc1ccccc1Cl	0.9	10.3	-5.8	2.2	3.3	-3.0%	-3.1%	1.5%	-2.8%
CCOC(=O)c1c(C)[nH]c(C)c1C(=O)CSc1nc2ccccc2c(=O)n1-c1ccc(CC)cc1	-0.3	-7.7	-3.2	2.4	2.3	-4.8%	2.0%	3.6%	-0.3%
CCc1sc2nc(SCC(=O)Nc3cc(C)on3)n(-c3cccc(OC)c3)c(=O)c2c1C	5.8	.	-4.8	1.7	11.5	3.1%	-18.4%	21.8%	-9.2%
COc1ccc(CCN2CC(C(=O)NC3CCCCC3)CC2=O)cc1OC (stereo not drawn)	.	10.0	-3.6	0.8	6.1	1.5%	0.9%	0.3%	-1.1%
O=C(c1ccc(NS(=O)(=O)c2ccc(F)cc2)cc1)N1CCCCC1	-1.3	-8.1	-8.4	1.1	-4.7	-5.7%	-2.0%	2.4%	-0.4%

Profiles, looked up by structure. Order of values: D2 PAM	RXFP1 antag	D1 PAM	D1 agonist	D1 antag	Glioma ERSR ind	Vif-APOBEC3F blk	RXFP1 agonist	Vif-A3G inh
Shown for COc1ccccc1CNS(=O)(=O)c1ccc(C)cc1 = 13.8	16.0	-7.2	8.8	-13.9	-4.5%	-5.0%	0.0%	1.8%
Shown for O=C(c1ccc(NS(=O)(=O)c2ccc(F)cc2)cc1)N1CCCCC1 = -1.3	-8.1	-8.4	1.1	-4.7	-5.7%	-2.0%	2.4%	-0.4%

Later entries.
molecule	D2 PAM	RXFP1 antag	D1 PAM	D1 agonist	D1 antag	Glioma ERSR ind	Vif-APOBEC3F blk	RXFP1 agonist	Vif-A3G inh
COc1ccccc1-n1nnnc1SCC(=O)NC(=O)Cc1ccccc1	0.5	0.0	-0.7	11.7	5.4	-5.3%	-2.2%	0.9%	1.5%
COC(=O)c1ccc(NC(=O)c2c(NCc3ccc(OC)c(OC)c3)sc3c2CCCC3)cc1	.	-18.1	-9.4	2.4	3.2	-0.6%	0.2%	0.3%	1.5%
COc1cc(NC(=O)c2ccc(CNc3c(N4CCCC4)c(=O)c3=O)cc2)cc(OC)c1OC	5.4	-16.9	-0.1	2.0	-1.7	-1.8%	2.4%	1.6%	0.2%
Cc1cc(NCc2ccc3c(c2)OCO3)n2nc(C)nc2n1	11.1	.	-1.9	-0.1	3.3	-2.2%	1.6%	-0.3%	2.3%
O=C(NCCCN1CCOCC1)c1cc(-c2ccco2)nc2ccccc12	.	-3.4	.	.	.	-3.2%	7.6%	.	2.1%

Source: PubChem (National Center for Advancing Translational Sciences (NCATS))
